Screening results (PubChem)
ER stress death: protection against thapsigargin ER stress killing – CSM14.1 cells, ATP luminescence, primary screen. CSM14.1 thapsigargin ER stress survival. relative survival (cellular ATP), % at 15 µg/mL (by protocol). actives 0.33% (n = 48,000);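 active means survival measured by cellular ATP above 50% at 15 µg/ml in the first screen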;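 further: cell death triggered by about 15 µM thapsigargin; ATP read 24 h after thapsigargin was added; plate controls were thapsigargin with DMSO for no effect and DMSO without thapsigargin for full effect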
Active calls of the source: *.

A first look:
SMILES	ER stress death
Cc1cc(C)nc(/N=C(/N)NNC(=O)c2cccnc2)n1	7.8
O=[N+]([O-])c1ccc(N2CCN(c3nc4ccc([N+](=O)[O-])cc4s3)CC2)cc1	13.3
Cc1ccc(C(=O)N2CCN(c3c(Cl)cccc3[N+](=O)[O-])CC2)o1	23.2
CCOc1cc([N+](=O)[O-])cc(/C=C2/SC(=S)NC2=O)c1O	7.9

All compounds of this part, previewed entries included:
SMILES	ER stress death
Cc1cc(C)nc(/N=C(/N)NNC(=O)c2cccnc2)n1	7.8
O=[N+]([O-])c1ccc(N2CCN(c3nc4ccc([N+](=O)[O-])cc4s3)CC2)cc1	13.3
Cc1ccc(C(=O)N2CCN(c3c(Cl)cccc3[N+](=O)[O-])CC2)o1	23.2
CCOc1cc([N+](=O)[O-])cc(/C=C2/SC(=S)NC2=O)c1O	7.9
Cc1ccc(N2C(=O)C3C(C2=O)C2(C)C(=O)C3(C)C(c3ccccc3)=C2c2ccccc2)cc1C (stereo not drawn)	9.1
Cc1ccc(C)c(N(CC(=O)NC2CCCCC2)S(=O)(=O)c2ccccc2)c1	1.1
COc1cc(/C=C2/C(=O)NC(=O)N(c3ccc(C(C)C)cc3)C2=O)cc(Cl)c1O	-3.3
Oc1ccc(Nc2nc(-c3ccc(Br)cc3)cs2)cc1	-10.3
COc1cccc(C2C(C(=O)Nc3ccccc3)=C(C)N=c3s/c(=C\c4cccs4)c(=O)n32)c1 (stereo not drawn)	5.0
c1ccc(OCCCn2ccnc2)cc1	21.4
O=C(Cc1ccccc1)Nc1ccc(NC(=O)c2ccco2)cc1	5.0
COc1ccc(C=C2C(=O)N(C)C(=O)N(C)C2=O)cc1OC	0.8
Cc1ccc(OCCOCCN2CCCC2)cc1	-0.8
COc1ccc(C2CC(C(F)(F)F)n3nc(C(=O)NCc4ccco4)c(Br)c3N2)cc1 (stereo not drawn)	-1.9
COc1ccc(OC)c(NC(=O)C2COc3ccccc3O2)c1 (stereo not drawn)	-3.6
CC(C)(C)NC(=O)c1cc(NC(=O)c2ccco2)cc(NC(=O)c2ccco2)c1	-3.5
O=C(Nc1ccc(NS(=O)(=O)c2cc(Cl)c(Cl)cc2Cl)cc1)c1ccccc1	11.1
CC(C)NC(=O)C12CC3CC(C1)CC(C(=O)NC(C)C)(C3)C2	8.3
O=C1CCCC2=C1C(c1ccc([N+](=O)[O-])cc1)C1=C(CCCC1=O)O2	-0.7
N#C/C(=C\NCC(=O)O)C(=O)NCc1ccccc1	7.6
O=C1c2ccccc2C(=O)N1CN1CCC(Cc2ccccc2)CC1	3.4
CC(=O)NC1=NC(=O)/C(=C\c2cccc(F)c2)S1	1.2
O=C(CSc1nnc(-c2ccco2)n1-c1ccccc1)c1cccc([N+](=O)[O-])c1	3.3
O=C(Nc1ccc(Br)cc1)NS(=O)(=O)c1ccccc1Cl	-1.0
O=C(Nc1nnc(Cc2ccccc2)s1)c1ccco1	1.8
COc1ccc(N2C(=O)CC(N3CCN(Cc4ccc5c(c4)OCO5)CC3)C2=O)cc1 (stereo not drawn)	0.6
CCOc1ccc(C2/C(=C(\O)c3ccc(Cl)cc3)C(=O)C(=O)N2CCCn2ccnc2)cc1 (stereo not drawn)	10.5
CC12CN3CC(C)(CN(C1)C3(C)CSc1c[nH]c3ccccc13)C2=O (stereo not drawn)	-6.5
COc1ccc(Cc2noc(-c3ccc(C)cc3)n2)cc1	0.1
Brc1ccc(CN2CCN(C3CCCCC3)CC2)cc1	-6.3
O=c1/c(=C\c2ccc(OCc3ccccc3)c(Br)c2)sc2nc3ccccc3n12	2.8
Cc1cc(Cl)cc(SCC(=O)O)c1Cl	10.1
Cc1ccc(C(=O)Nc2ncn[nH]2)cc1	6.6
O=C(NC(NC(=O)C(c1ccccc1)c1ccccc1)c1cccc([N+](=O)[O-])c1)C(c1ccccc1)c1ccccc1	13.3
O=C(C#Cc1cccc([N+](=O)[O-])c1)c1ccccc1	-1.4
O=C(O)c1cc(-c2ccc(C=C3C(=O)c4ccccc4C3=O)o2)ccc1O	-0.1
CNc1nnc(SCc2c(F)cccc2Cl)s1	-3.9
CCn1c2c(c3cc(C4CCCCC4)ccc31)CCCC2O (stereo not drawn)	10.1
Cc1cccc(OCC(=O)Nc2ncc(Cc3ccc(Cl)cc3Cl)s2)c1	1.9
NC(=O)c1cccc(N=Cc2ccc([N+](=O)[O-])cc2)c1	3.2

Fetched by structure from the entries so far:
SMILES	ER stress death
O=C(C#Cc1cccc([N+](=O)[O-])c1)c1ccccc1	-1.4
COc1ccc(N2C(=O)CC(N3CCN(Cc4ccc5c(c4)OCO5)CC3)C2=O)cc1 (stereo not drawn)	0.6
CCn1c2c(c3cc(C4CCCCC4)ccc31)CCCC2O (stereo not drawn)	10.1
Cc1cccc(OCC(=O)Nc2ncc(Cc3ccc(Cl)cc3Cl)s2)c1	1.9
COc1ccc(Cc2noc(-c3ccc(C)cc3)n2)cc1	0.1
Cc1cc(Cl)cc(SCC(=O)O)c1Cl	10.1

Other compounds
SMILES	ER stress death
Cc1cccc(N2CCN(C(=O)c3cc(-c4ccc(Cl)cc4)nc4ccccc34)CC2)c1C	14.5
Cc1ccc(C(=O)/C=C/c2ccc(-c3ccccc3[N+](=O)[O-])o2)cc1	2.7
O=C(/C=C\c1ccccc1)Nc1ccc(Br)cn1	10.1
CCOC(=O)CSc1nnc2c3ccccc3n(CC)c2n1	10.3
c1ccc2sc(CCSCCc3nc4ccccc4s3)nc2c1	11.1
COc1ccc(C(=O)NCCOc2ccccc2OC)cc1OC	-3.0
Cc1ccc(NC(=O)CN(c2ccccc2)S(=O)(=O)c2ccccc2[N+](=O)[O-])cc1C	3.2
O=C(COc1ccc(Cl)cc1)Nc1ccc2oc(-c3ccccc3)nc2c1	-4.4
CCCn1c(C(O)c2ccc(C)cc2)nc2ccccc21 (stereo not drawn)	-8.5
COc1cc(NC(=O)c2cc([N+](=O)[O-])ccc2N2CCN(C)CC2)c2ncccc2c1	0.4
COc1ccc(C(=O)Nc2cccc(-c3nc4ccccc4s3)c2C)cc1[N+](=O)[O-]	5.7
COc1ccc(C(=O)Nc2ccccc2C(=O)NCCCn2ccnc2)cc1	3.0
CC(NC(=O)C(F)(Cl)C(F)(F)F)c1ccccc1 (stereo not drawn)	-2.2
Cc1c(/C=C/c2nc3ccccc3c(=O)n2-c2ccccc2)c2ccccc2n1C	17.7
N#Cc1conc1-c1ccc2c(c1)OCO2	2.0
c1ccc(C2NCCn3cccc32)cc1 (stereo not drawn)	-7.6
COc1cc(C(C2C(=O)CC(C)(C)CC2=O)C2C(=O)CC(C)(C)CC2=O)ccc1O	0.1
O=C(O)c1nn2c(C(F)(F)F)c3c(nc2c1Cl)-c1ccccc1CC3	7.5
O=C(O)CCCN1C(=O)C(=O)/C(=C(/O)c2ccccc2)C1c1ccccc1Cl (stereo not drawn)	5.2
Cc1cc(C)cc(CC2CC(=O)N(c3ccc(I)cc3)C2=O)c1 (stereo not drawn)	-2.2
Cc1cccc(C(=O)N2CCN(c3ccccn3)CC2)c1	9.4
COc1ccc(S(=O)(=O)N2CCN(Cc3cccc(Oc4ccccc4)c3)CC2)cc1	18.2
CCOC(=O)c1c(C)[nH]c(/C=C(/C#N)C(N)=NCc2ccccc2)c1O	-4.7
Clc1ccccc1C1Nc2cccc3cccc(c23)N1	0.8
CC1=NN(C(=O)c2cccc(Br)c2)C(O)(C(F)(F)F)C1 (stereo not drawn)	-7.3
CN1CCN(C(=O)c2cc3ccccc3oc2=O)CC1	2.4
Cc1cc([N+](=O)[O-])ccc1NC(=O)c1ccccc1	1.3
COc1ccc(CC(=O)Nc2sc3c(c2C(=O)OC(C)C)CCCCC3)cc1	1.2
O=C(CCCN1C(=O)c2cccc3cccc(c23)C1=O)Nc1ccccn1	-0.2
CC(=O)OC1CCC2(C)C(=CCC3C2CCC2(C)C(C(C)=NO)CCC32)C1 (stereo not drawn)	3.3
COc1ccc(CCC(=O)Nc2ccc3c(c2)OCCO3)cc1	-6.6
CCOCCOC(=O)c1ccc(NC(=O)/C=C/c2ccc(OC)c(Br)c2)cc1	8.0
O=C(CSc1cc(Cl)ccc1Cl)Nc1cccc([N+](=O)[O-])c1	6.5
COc1ccc(/C=C2\C(=O)NC(=O)N(c3ccc(Br)c(C)c3)C2=O)c(OC)c1	1.4
CN(C)c1ccc(/C=C2/C(=O)NN(c3ccc(Cl)cc3)C2=O)cc1Br	6.0
Cc1cc(C)nc(SCC(=O)Nc2nc3c(s2)C(=O)CC(C)(C)C3)n1	4.6
O=C(Cc1nc(O)cs1)c1ccccc1	4.1
COc1cccc(/C=N/Nc2nc(-c3ccc(C)cc3)nc3ccccc23)c1O	-20.6
Cc1cccc(C)c1NC(=O)CC(C)c1ccccc1 (stereo not drawn)	5.9
O=C1NC(=O)N(c2cccc(F)c2)C(=O)/C1=C/c1ccc(I)o1	2.7

Quoted from the results shown, 3 compounds:
SMILES	ER stress death
COc1cccc(C2C(C(=O)Nc3ccccc3)=C(C)N=c3s/c(=C\c4cccs4)c(=O)n32)c1 (stereo not drawn)	5.0
c1ccc(OCCCn2ccnc2)cc1	21.4
O=C(Cc1ccccc1)Nc1ccc(NC(=O)c2ccco2)cc1	5.0

Further compounds follow:
SMILES	ER stress death
O=S(=O)(c1ccc(Cl)cc1)N1CCN(C2CCC(c3ccccc3)CC2)CC1 (stereo not drawn)	12.8
CC(CCc1ccccc1)Nc1cc(N2CCN(C(=O)c3ccccc3F)CC2)ccc1[N+](=O)[O-] (stereo not drawn)	10.5
Cc1ccc(NC(=O)CSc2nnnn2-c2ccccc2)c([N+](=O)[O-])c1	10.0
Cc1ccccc1NC(=O)CC(=O)c1ccccc1	10.0
Cc1ccc(Br)cc1S(=O)(=O)N1CCOCC1	3.7
CCCCSc1nc2ccc(NC(C)=O)cc2s1	4.0
CC(=O)OC(OC(C)=O)c1ccc([N+](=O)[O-])cc1	8.7
Clc1cccc(Cl)c1SCCc1ccncc1	14.5
Cc1ccc2[nH]c3nc(N/N=C/c4cccc(Cl)c4)nnc3c2c1	14.5
O=C(/C=C/c1cccs1)Nc1ncc(Cc2ccc(F)cc2)s1	0.4
CC1=C(C(=O)Nc2ccccc2)C(c2cccc(O)c2)NC(=S)N1 (stereo not drawn)	0.3
NC(=O)c1ccccc1NC(=O)c1ccccc1	15.7
COc1ccc2nc(NC(=S)NC(=O)c3ccco3)sc2c1	-5.4
c1cc2c(cc1C1OCC3(CO1)COC(c1ccc4c(c1)OCO4)OC3)OCO2 (stereo not drawn)	0.2
O=C/C(=C\Nc1ccc(S(=O)(=O)CCO)cc1)c1nc2cc(Cl)ccc2o1	4.5
O=C(c1ccc(F)cc1)N1CCN(c2ccc([N+](=O)[O-])cc2Cl)CC1	-1.2
Cc1nc2cc(-c3ccccc3)nn2c(C)c1C	-0.6
O=C(Nc1ccc(Cl)c(Cl)c1)c1nn2c(c1Br)NC(c1cccs1)CC2C(F)(F)F (stereo not drawn)	3.6
CCOC(=O)Nc1ccc2c(c1)N(C(=O)OCC)c1ccccc1CC2	7.8
C=CCOc1ccc(/C=C/C(=O)c2ccc(Br)cc2)cc1	-0.1
Cc1c(C#N)c2nc3ccccc3n2c(=O)/c1=C\c1c(O)n(-c2ccc(Br)cc2)[nH]c1=O	-1.2
COc1cc2ccccc2cc1C(=O)Nc1ccccc1O	-0.7
CC(Nc1n[nH]c(=O)[nH]c1=O)C(=O)N/N=C/c1ccccc1Cl (stereo not drawn)	0.5
Cn1c(=O)c(-c2nc3ccccc3c(=O)[nH]2)c(O)c2ccccc21	-2.4
Cc1ncc(C[n+]2csc(CCOC(=O)C3C4CC5CC(C4)CC3C5)c2C)c(N)n1 (stereo not drawn)	-2.2
CC(=O)Nc1ccc(S(=O)(=O)Nc2ccccc2Br)cc1	5.3
CC(=O)c1ccc(NC(=O)/C=C/c2cccc([N+](=O)[O-])c2)cc1	8.5
Cc1no[n+]([O-])c1COc1ccccc1/C=C1\SC(=S)NC1=O	2.7
Clc1ccc(N2CCN(/N=C\C=C\c3ccccc3)CC2)cc1	5.3
O=C1OC(c2ccccc2)=C/C1=C/c1ccc(Br)cc1	1.1
COC(=O)C1=C(C)N=c2s/c(=C\c3ccccc3F)c(=O)n2C1/C=C/c1ccccc1 (stereo not drawn)	9.2
Cc1ccc(S(=O)(=O)N2CCN(C(=O)COc3ccc(Cl)cc3)CC2)cc1	1.0
CC1(C)CC(=O)C(C2COC3=C2C(=O)CC(C)(C)C3)C(=O)C1 (stereo not drawn)	-1.5
COc1ccc(NCc2nc3ccccc3n2Cc2ccccc2)cc1	3.7
O=C(NCc1ccc2c(c1)OCO2)Nc1ccc(Cl)c(Cl)c1	2.0
CC1=C(C)CC(C(=O)Nc2ccc(S(=O)(=O)N3CCOCC3)cc2)C(C(=O)O)C1 (stereo not drawn)	-1.3
CCOC(=O)C1=C(N)Oc2cc(O)ccc2C1c1cccnc1 (stereo not drawn)	9.6
CCOc1ccc(N(CC(=O)Nc2ccc(Cl)cc2)S(=O)(=O)c2ccc(SC)cc2)cc1	5.5
Cc1ccc(C(=O)N/C(=C\c2ccc(C(C)C)cc2)C(=O)NCC(C)C)cc1	0.6
Cc1[nH]c(=O)c(C#N)c2c1COC(C)(C)C2	3.3
O=C(CCCCC(=O)NN=Cc1cc(Br)ccc1O)NN=Cc1cc(Br)ccc1O	15.7
O=C(Nc1ccc(Cl)cc1)C1CC(=O)N(c2ccccc2)C1 (stereo not drawn)	1.7
CCOCCOC(=O)c1ccc(NC(=O)c2ccc(OC)c(OC)c2)cc1	2.4
COc1ccc(CCNC(=O)c2ccccc2[N+](=O)[O-])cc1OC	8.7
COc1ccc(Cl)cc1NC(=O)COc1ccccc1C	-0.6
COC(=O)C1=C(C)N(c2ccc(Br)cc2)/C(=C\c2ccc(OCC(=O)Nc3ccccc3OC)cc2)C1=O	4.0

Some of the compounds tested; count on the stated rates, not on these rows.
